# KLF5 inh – kruppel-like factor 5 inhibition; DLD-1 KLF5 promoter-luciferase reporter, luminescence; inhibition, % at 5 µM; 290,000 tested, 0.23% active; AID 1700;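 active means inhibition above a per-plate limit of that plate's mean compound inhibition plus 3 SD, cut at about 60% in these data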;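 further: 0% = DMSO wells and 100% = LY294002 at 200 µM; higher means less KLF5 promoter-driven luciferase light; inactives centre near -14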
# IEC-6 cytotox – kills IEC-6 intestinal cells in KLF5 counter-screen | 290,000 tested, 0.78% active | IEC-6 cytotoxicity, luminescence viability | inhibition, % at 5 µM; in the data active means inhibition above about 22%;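 further: 0% = plate median of test compound wells and 100% = cytotoxic reference compound wells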
# HSF1 activator – increases HSF-1 driven luciferase reporter signal | AID 504408 | 300,000 tested, 1.7% active | NIH3T3-HGL HSF-1 luciferase reporter, MG132, 8 h; 100% = twice DMSO control signal | activation, % at 9 µM;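 active means mean replicate activation of at least 50% with a set share of replicates each reaching 50%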;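 further: 0% = median of the neutral control wells and 100% = twice that signal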
# Platelet DG rel – modulates dense granule release in human platelets; inhibition, %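 (compounds screened at 7.5 µM in platelet-rich plasma)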; 300,000 tested, 0.22% active; human platelet-rich plasma, SFLLRN dense granule ATP release, luminescence;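 active means mean replicate score, as percent of positive control, at or above 50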
# HSF1 inhib – HSF1 inhibition. activity change, negative = inhibition, % at 7.5 µM (by protocol). NIH3T3-HGL HSE-luciferase, MG132-induced, luminescence 8 h; hits give low values. 300,000 tested, 0.77% active. AID 2098;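 active means more than half of replicate wells show activity change below -50%, luminescence cut by over half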;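 further: luciferase reports HSF-1 transcriptional activity via heat shock element; 0% = median of DMSO wells and -100% = zero luminescence signal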
# aSyn 5UTR inh – MLPCN primary screen, SNCA 5' untranslated region | 300,000 tested, 0.82% active | AID 1813 | inhibition, % (tested at 7.5 µM) | alpha-synuclein 5'UTR reporter, inhibitor activity; in the data active means inhibition above about 60%;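 further: H4 neuroglioblastoma cells stably carrying SNCA 5'UTR luciferase fusion; 0% = DMSO wells and 100% = positive control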
# AI-2 QS modul – Vibrio harveyi AI-2 quorum sensing modulation. activity change, % at 7.5 µM. Vibrio harveyi JMH597 AI-2 luminescence/OD600 ratio, 9 h; hits give low values; strain lacks LuxN and CqsS sensors; 0 = neutral-control median. 300,000 tested, 0.4% active; in the data active means activity change below about -75%, passing the limit was not always enough;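 further: luminescence divided by OD600 gain over 9 h not by final OD600 alone; inactives centre near 13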
# HSP90 inh – inhibitors of HSP90 luciferase refolding in rabbit reticulocyte lysate; luciferase refolding luminescence, 3 h; inhibition, % at 5.6 µM; 290,000 tested, 0.91% active; AID 1789;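 active means inhibition above the screen-wide mean plus 3 SD, computed separately per campaign, cut at about 16% in these data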;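 further: 0% = DMSO wells and 100% = 60 µM geldanamycin wells; inhibitors lower the luminescence because luciferase stays unfolded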
# HIF activator – HIF pathway transcriptional activation; 300,000 tested, 0.32% active; activation, % at 7.5 µM (by protocol); U2OS HRE-luciferase reporter, luminescence; normalized: DMSO 0%, desferrioxamine 100%;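 active means mean activation of at least 10% of the iron chelator positive control signal, with at least half of replicates also reaching 10%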
# SKKanGAS inh – inhibitors of SKKanGAS S. pyogenes growth in kanamycin (SK-promoter or general growth effect); 300,000 tested, 1.3% active; BacTiter-Glo, 6 h; AID 1662; inhibition, % at 7.5 µM;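 active means mean replicate score, as percent of positive control median, at least 50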;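 further: strain carries kanamycin resistance gene driven by streptokinase promoter and grows in 40 µg/ml kanamycin; loss of luminescence reflects streptokinase promoter inhibition or plain growth inhibition; 0% = median of DMSO wells and 100% = positive control at its reference dose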
# * hit, by the source's call; . = no result given. Rows were taken by chance; 6% or so of the library scored in one or more.
SMILES,KLF5 inh,IEC-6 cytotox,HSF1 activator,Platelet DG rel,HSF1 inhib,aSyn 5UTR inh,AI-2 QS modul,HSP90 inh,HIF activator,SKKanGAS inh
COC(=O)c1ccc(C2=NOC(C)(c3nnc(Cc4ccccc4)o3)C2)cc1 (centres undefined),.,.,-14,-8,4,2,35,.,-5.7,3
COc1ccc2[nH]c(=O)c(CN(CCN3CCCC3)C(=O)Nc3ccccc3Cl)cc2c1,.,.,7,2,-3,-36,7,.,0.5,1
Cc1cccnc1-n1c(CCN2C(=O)c3ccccc3C2=O)nc2ccccc2c1=O,-15,5,9,3,-4,9,14,-1,-7.5,4
O=C(Cc1c[nH]c2ccccc12)N/N=C/c1ccc(F)cc1,-48,0,3,-1,2,20,-49,10,-0.2,2
CCOC(=O)N1CCN(C(=O)c2cn(CCOC)c(=O)c3c2c2ccccc2n3C)CC1,-10,-2,-1,-6,-1,24,22,7,-0.2,2
O=C(NCc1ccc(Cl)cc1)N1CCc2ccccc2C1,7,1,7,-4,-12,2,.,-1,-6.5,-11
CC(=O)N1CCN(CC(=O)O)CC1,-12,0,7,6,-4,2,20,-2,-0.2,-6
O=C(CSc1nnc(CNC(=O)c2c(F)cccc2F)o1)NCc1ccccc1Cl,-6,11,12,-21,2,20,14,4,-0.4,-16
O=C1/C(=C/c2ccccc2Cl)SC(=S)N1CCCC(=O)N(CCO)c1ccccc1,2,-3,-34,-1,-22,1,17,11,0.2,33
Cn1cccc1/C=N/NC(=O)c1ccco1,-54,-1,20,11,7,-29,10,-1,2.3,8
Cn1cnnc1SCC(=O)Nc1sc2c(c1C#N)CCCCC2,-21,4,20,-17,8,-30,16,-1,1.2,0
O=C(Nc1ccc(N2CCN(C(=O)c3ccco3)CC2)cc1)c1ccc([N+](=O)[O-])cc1Cl,-35,2,-12,-2,1,-2,7,3,0.2,5
COc1ccc(NC(=O)C(c2ccc(OC)cc2)N(Cc2ccco2)C(=O)CC2NC(=O)NC2=O)cc1 (centres undefined),-8,-3,9,-2,-1,6,14,4,-0.5,7
O=C(CSc1nc(Cc2ccccc2)nc2ccccc12)Nc1ccc2c(c1)OCCO2,-7,0,10,12,1,14,-13,-1,0.0,3
Cc1nc2ccccc2nc1N1CCOCC1,-16,0,-10,-3,2,-6,-8,-4,-0.1,4
O=C(NCc1ccco1)C1CCCN1C(=O)Nc1ccc(Br)cc1 (centres undefined),-22,1,-40,3,-30,-5,9,3,0.7,2
Cc1cc2cc(CNC(=S)NC3CCCCC3)ccc2[nH]1,10,-1,5,-2,-3,-13,11,5,0.2,-13
O=C(CN1CCN(Cc2ccccc2)CC1)Nc1ccc(S(=O)(=O)N2CCOCC2)cc1,-33,5,-4,7,-2,9,-7,-3,-0.1,-1
O=C(/C=C/c1cccs1)c1cc(F)ccc1OC(=O)N1CCOCC1,5,-9,12,.,-3,9,26,3,-0.5,3
O=C(Nc1ccc(N2CCOCC2)c([N+](=O)[O-])c1)c1ccco1,-107,1,15,1,7,-73,8,3,3.8,-6
Cc1cc2c(=O)n(NC(N)=O)c(C)nc2s1,-28,3,.,.,.,.,11,2,.,.
CC1(C)CC(=O)C(=Cc2cn(CCC#N)nc2-c2ccc(F)cc2)C(=O)C1,-8,2,27,-6,4,4,26,1,-0.5,-15
Cc1cccc(/C=C\c2nc3ccccc3c(=O)[nH]2)c1,-123,3,34,-10,19,-74,-13,2,3.0,4
CN(C)c1cccc(C(=O)NCc2ccc(Cl)cc2)c1,-9,4,11,-3,4,0,17,4,0.1,-1
CCOC(=O)N1CCN(C(=O)C2CCCN(Cc3nc(-c4ccc(Cl)cc4)oc3C)C2)CC1 (centres undefined),-38,4,14,2,2,7,17,2,0.4,-5
CCOn1c(=O)c(-c2cccc(Br)c2)[n+]([O-])c2ccccc21,-25,5,34,-8,8,18,1,2,-13,1
O=C(N/N=C\c1ccc(O)c([N+](=O)[O-])c1)C1COc2ccccc2O1 (centres undefined),-24,1,0,-1,2,4,23,0,-0.3,-5
Fc1ccc(-c2nnn(Cc3ccccc3Cl)n2)cc1,-20,-1,11,-2,0,-69,-45,7,1.5,10
CC1(C)CC(C(N)=S)CCO1 (centres undefined),-31,-7,-3,-9,-7,-20,-4,1,-0.1,-1
C=CCN(c1ccccc1Cl)S(=O)(=O)c1cccc(C(=O)OCC(=O)N(C)C2CCS(=O)(=O)C2)c1 (centres undefined),-17,5,-1,-7,8,-28,38,-1,-0.3,-11
COCc1nnc(NC(=O)c2ccc(NC(C)=O)cc2)s1,9,-1,-3,2,3,-4,29,-1,-0.4,-2
C#CC[N+]1(CC#Cc2cccc3ccccc23)CCOCC1,-16,1,-5,-4,-5,-2,23,2,-0.4,-1
CCCN(C(=O)COC(=O)c1[nH]c(C)c(C(=O)OC)c1C)c1c(N)n(Cc2ccccc2)c(=O)[nH]c1=O,.,.,-2,21,-7,13,2,.,-0.2,5
O=C(O)CSCC(=O)N1CCN(S(=O)(=O)c2cc(Cl)cc(Cl)c2)CC1,-10,4,-7,13,-10,-2,15,-2,-0.4,2
CCc1nnc(NC(=O)CCCSc2nc3ccccc3[nH]2)s1,-47,-9,3,-52,6,-4,23,-1,0.2,-9
CCC(=O)n1nc(NCc2ccc(OC)c(OC)c2)nc1NCc1ccc(OC)c(OC)c1,-13,5,3,11,-7,6,21,5,227*,6
Cc1ccc2c(Cl)c(C)c(N3CCCCC3)nc2n1,3,5,7,-8,-3,24,9,-3,-30,0
COc1ccc(C(N)c2nccc3cc(OC)c(OC)cc23)cc1OC (centres undefined),-33,3,17,-4,-9,24,-1,13,-21,3
CC(C)Oc1ccc(C(=O)Nc2ccc(N3CCCC3)cc2)cc1,-27,0,6,0,11,-27,15,1,1.5,2
O=C(CCCO)c1ccc2c(c1)OCCO2,-15,-4,-69,-3,-60*,-2,38,-4,0.3,-6

# Part of the list above, set out differently.
# Under each structure: KLF5 inh	IEC-6 cytotox	HSF1 activator	Platelet DG rel	HSF1 inhib	aSyn 5UTR inh	AI-2 QS modul	HSP90 inh	HIF activator	SKKanGAS inh
- CC(C)Oc1ccc(C(=O)Nc2ccc(N3CCCC3)cc2)cc1
    -27	0	6	0	11	-27	15	1	1.5	2
- O=C(CCCO)c1ccc2c(c1)OCCO2
    -15	-4	-69	-3	-60*	-2	38	-4	0.3	-6

# (next part)
SMILES,KLF5 inh,IEC-6 cytotox,HSF1 activator,Platelet DG rel,HSF1 inhib,aSyn 5UTR inh,AI-2 QS modul,HSP90 inh,HIF activator,SKKanGAS inh
CCCCN(C(=O)/C=C/c1ccco1)c1c(N)n(CC(C)C)c(=O)[nH]c1=O,-28,-2,19,3,8,-11,10,1,-0.7,-4
CCOc1ccc(OCCC(=O)OCC(=O)NC2CC2)cc1,.,.,15,2,-3,-5,5,.,-0.8,-16
Cc1cnc(C(=O)Nc2cccc(S(=O)(=O)N(C)C)c2)cn1,15,0,-5,11,-10,21,14,5,1.0,0
C=CCOc1ccc(C(=O)Nc2ccccc2C(=O)NCc2cccnc2)cc1,47,39*,7,2,-5,-52,18,-2,-0.1,0
O=c1cc(O)nc(SCc2ccccc2)[nH]1,-6,-2,4,-2,2,-4,40,-3,-0.3,17
N#Cc1cc2c(nc1SC1CCCCC1O)CCCC2 (centres undefined),-38,0,-7,-3,2,3,9,-7,-0.4,-3
Cc1nn(-c2ccccc2)c2nc(Cl)c(C(=O)O)cc12,-14,0,-2,4,-4,-6,20,-6,-0.1,-2
Cc1nn2c(=O)cc(CSc3nc4ccccc4[nH]3)nc2s1,-15,2,-2,-11,-5,5,0,1,0.4,5
CCOC(=O)Nc1ccc(NC(=O)c2ccccc2F)cc1,-67,5,21,-3,16,-149,7,3,1.8,-17
COc1ccc(NS(=O)(=O)c2cccs2)cc1S(=O)(=O)N1CCCCC1,.,.,3,12,0,4,17,.,0.2,13
COc1ccc(C2(C)NC(=O)N(CC(=O)Nc3ccc4[nH]c(=O)[nH]c4c3)C2=O)cc1 (centres undefined),.,.,9,9,-3,13,7,.,-0.1,-2
COc1ccccc1Nc1ncnc2sccc12,-30,-2,4,1,2,-6,2,0,3.0,0
COc1ccc(C(=O)NN2CCOCC2)cc1,-12,1,4,-1,-5,-10,21,3,-0.6,5
Nc1cccc2c1C(=O)N(C(=O)/C=C/c1ccc(F)cc1)C2=O,1,6,61*,-2,44,7,27,28*,0.6,3
CCCc1c(C(=O)N/N=C/C(C)=C/c2ccco2)nnn1-c1nonc1N,-48,-2,3,11,-1,-9,6,0,0.4,1
Cc1ccc(OCCOC(=O)CCc2nc3ccccc3c(=O)[nH]2)cc1,-37,-1,16,0,3,11,10,-3,0.1,-29
Cc1ccc(C)c(Cc2c(C)nc3c(C(=O)NCc4ccc5c(c4)OCO5)cnn3c2C)c1,-15,-1,13,3,13,38,3,5,-0.5,14
Cc1onc(-c2c(F)cccc2Cl)c1C(=O)OCC(=O)c1c(N)n(C)c(=O)n(C)c1=O,6,2,16,7,1,-9,11,0,-1.1,-6
COc1c(OC)c(O)c2c(=O)cc(-c3c(O)cccc3O)oc2c1OC,-5,23*,15,-1,4,-64,42,1,0.5,-1
Cc1c2c(nc3nnnn13)CCCC2,-11,4,-3,1,-4,-3,12,6,-0.8,0
Cc1cc(C)cc(NC(=S)N2CCC(c3nc4ccccc4s3)CC2)c1,4,-5,-9,-5,-7,15,16,-3,-0.3,18
CCNc1ccc2c(Cl)cc(=O)oc2c1,-3,0,.,2,.,-34,35,3,.,-5
CCOc1ccccc1N1CCN(C(=O)C(Sc2ccccc2)c2ccccc2)CC1 (centres undefined),-7,2,-1,-1,1,10,23,1,-1.0,-1
CCOc1ccc(-n2c(C)nc3cc(C(=O)NCc4ccc5c(c4)OCO5)ccc32)cc1,-18,-9,3,10,0,-1,20,0,0.0,4
CCS(=O)(=O)c1nc(S(=O)(=O)c2ccc(C)cc2)c(NCCCN(C)C)s1,4,4,-9,2,-4,-10,8,2,-0.4,-5
COc1ccc(-c2cn(-c3ccc(C)c(C)c3)c(=S)[nH]2)cc1OC,-41,-1,38,12,23,-16,18,4,1.3,32
COc1ccc(OC)c(C2CC(=O)Nc3cc(OC)c(OC)c(OC)c32)c1 (centres undefined),-19,3,-8,6,13,6,-18,3,0.0,1
O=S(=O)(NCCC1=CCCCC1)c1ccc(Br)cc1,2,-9,1,-8,10,1,-11,-1,-0.5,-2
COc1cccc(-n2c(C)cc(/C=C3/C(=N)N4C(=NC3=O)SN=C4S(C)(=O)=O)c2C)c1,-25,-1,4,-2,0,-5,19,-5,-0.1,69*
C/C(=N/NC(=O)CNC(=O)c1cccnc1)c1ccc(Cl)cc1,-17,0,9,13,3,1,20,-3,-0.3,7
CCN(CC)C(=O)CC(c1ccc(OC)cc1)c1c(OC)cc(OC)c2ccc(=O)oc12 (centres undefined),.,.,3,-14,2,5,54,.,-0.4,4
O=C(Nc1ccccc1N1CCCC1)C1CCN(S(=O)(=O)c2ccccc2)CC1,.,.,-6,-5,-4,-10,14,.,0.2,-6
Cc1c(C(=O)N2CCC(C)CC2)oc2ccc(S(=O)(=O)N3CCC4(CC3)OCCO4)cc12,-9,-2,-1,2,-5,8,12,2,-0.5,-2
COC(=O)c1ccc2c(c1)N(C)C(=O)CS2,-30,0,9,-3,-2,15,6,-7,0.1,8
Cc1ccccc1OCCn1cc(C(=S)N2CCN(C)CC2)c2ccccc21,-16,-1,16,-1,2,2,17,2,-0.8,10

# Screening data from PubChem.
